# Screening data from PubChem.
# E-sel inducer = induces E-selectin expression in human endothelial cells. HUVEC E-selectin immunofluorescence imaging; normalized: neutral wells 0, TNF-alpha wells 100. 260,000 compounds, 0.37% hits. AID 686992. activation, % at 7.58 µM. P16581;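 active = mean E-selectin-positive cell signal at least 10% of the positive control, reached in at least 60% of replicates, without over 20% cell loss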;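 also: in these data hits start at about 27%; measured in HUVEC primary endothelial cells; signal is the percent of cells scored E-selectin positive by PE staining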
# Target sequence (P16581 whole entry, looked up): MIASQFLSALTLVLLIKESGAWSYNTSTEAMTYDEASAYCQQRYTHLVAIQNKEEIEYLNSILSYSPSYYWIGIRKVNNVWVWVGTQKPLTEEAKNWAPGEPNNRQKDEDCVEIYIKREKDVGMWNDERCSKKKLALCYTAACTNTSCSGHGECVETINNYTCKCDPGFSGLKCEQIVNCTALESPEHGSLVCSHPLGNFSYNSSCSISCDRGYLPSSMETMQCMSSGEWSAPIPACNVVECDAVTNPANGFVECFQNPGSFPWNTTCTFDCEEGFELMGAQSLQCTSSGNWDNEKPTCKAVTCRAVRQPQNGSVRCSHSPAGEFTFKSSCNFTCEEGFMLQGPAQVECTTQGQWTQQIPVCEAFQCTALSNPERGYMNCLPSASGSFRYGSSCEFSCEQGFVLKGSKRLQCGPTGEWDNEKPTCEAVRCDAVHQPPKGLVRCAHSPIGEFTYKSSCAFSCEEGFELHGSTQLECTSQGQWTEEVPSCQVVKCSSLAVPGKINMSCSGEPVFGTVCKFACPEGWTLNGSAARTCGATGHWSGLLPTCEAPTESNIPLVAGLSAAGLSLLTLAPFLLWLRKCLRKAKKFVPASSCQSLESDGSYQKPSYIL
#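 Test system – human umbilical vein endothelial cells (HUVEC), E-selectin induction · Input – 3,000 HUVEC seeded per well · Buffer or medium – EGM-2, gelatin · Compound dosing – single-point compound dose · Detection – immunofluorescence imaging · Measure – percent E-selectin-positive cells · Controls – TNF-alpha high, DMSO low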
# Numbers without * were called inactive.
molecule	E-sel inducer
CCOc1ccc(N(CC(=O)Nc2cccc(N(C)S(C)(=O)=O)c2)S(=O)(=O)c2ccccc2)cc1	-0.7
Nc1oc2ccc(F)cc2c(=O)c1C=O	-0.6
O=c1[nH]c(CSc2nnc3ccccn23)nc2ccccc12	0.2
CCOc1ccc(/C=C/C(=O)c2ccccc2)cc1OC	-0.5
Cc1ccc(NS(=O)(=O)c2cccc(C(=O)N/N=C/c3c(C)nn(-c4ccccc4)c3N3CCCC3)c2)c(C)c1	2.0
N#Cc1c(/N=C/c2ccco2)oc(-c2ccccc2)c1-c1ccccc1	0.5
CC(/C=N/NC(=O)CSc1nnc(SCc2ccccc2)s1)=C\c1ccco1	-0.1
COc1ccc2c3c(n(C)c2c1)[C@@H](CO)N(Cc1ccccn1)CC31CCN(Cc2ccccn2)CC1	-0.1
Cn1nc(N)c2c(-c3ccccc3)c(C#N)c(N)nc21	-1.4
Fc1cccc(COc2ccccc2CNc2ccccc2)c1	1.6
COC(=O)c1sccc1NC(=O)CSc1ccccc1NS(=O)(=O)c1ccc(F)cc1	-1.1
NC1=NC(=O)S/C1=C\c1ccc(O)cc1	0.1
Nc1nonc1C(=O)NCCNS(=O)(=O)c1ccc(F)cc1	0.8
O=C(NNS(=O)(=O)c1ccccc1)c1ccc(S(=O)(=O)N2CCCCC2)cc1	-1.1
Nc1ccc(C(=O)c2cccs2)cc1	-1.5
CCOc1cc(C=C2C(=O)c3ccccc3C2=O)ccc1OCC(=O)Nc1ccc(C)cc1	-0.8
O=[N+]([O-])c1ccc(N2CCOCC2)cc1NC(c1ccccc1)c1ccccc1	-0.2
CCCCOc1ccc(C(=O)NCC(=O)OCC(=O)N2CCN(S(=O)(=O)c3ccc(C)cc3C)CC2)cc1	-0.4
O=C1C=C(NCc2ccc(Cl)cc2)CCC1	-0.4
COc1cccc(C2C(C(=O)Nc3ccccc3)=C(C)N=c3s/c(=C/c4ccc(OCC(=O)O)cc4)c(=O)n32)c1 (stereo not drawn)	-0.2
O=C1C2C3CCC(C3)C2C(=O)N1Cc1ccccc1 (stereo not drawn)	-0.3
CC(C)C[C@H](NC(=O)Nc1ccc(Oc2ccccc2)cc1)C(=O)O	-0.3
CCOc1ccc(NS(=O)(=O)c2ccc(NC(=O)[C@@H]3CCCC[C@@H]3C(=O)O)cc2)cc1	0.9
O=C(NC1CC1)c1ccc2c3c(cccc13)CC2	-0.1
CC(=O)Nc1ccc(NC(=O)C(C)c2cccc(C(=O)c3ccccc3)c2)cc1 (stereo not drawn)	0.1
Cc1cc(C(=O)c2ccc(Cl)cc2)c(NC(=O)CCl)s1	-0.1
CCc1ccc(NC(=O)CSc2n[nH]c(C)c2[N+](=O)[O-])cc1	0.9
CC=Cc1ccc2n(c1=O)C[C@H]1[C@H](CO)[C@@H](C(=O)N3CCC(Cc4ccccc4)CC3)N(CCC)[C@@H]21 (mixture of isomers)	-0.6
CC(NC(=O)C(C(=O)c1cccc([N+](=O)[O-])c1)n1cc(Cl)ccc1=O)c1ccccc1 (stereo not drawn)	0.5
CCS(=O)(=O)N1CCCC(C(=O)NCCc2ccc(C)cc2)C1 (stereo not drawn)	-0.2
COCCOc1ccc(C(F)(F)F)cc1NC(=O)c1ccc(F)cc1	0.2
CC(=O)Nc1ccc2c(CSc3nnc(-c4cccnc4)n3-c3ccc(C)cc3C)cc(=O)oc2c1	1.1
Cc1ccc2cc(C=O)c(N(C)C)nc2c1	0.0
CCS(=O)(=O)c1nc(S(=O)(=O)c2ccc(Cl)cc2)c(NCc2ccco2)s1	-0.1
Cc1ccc(NC(=O)Cc2sc(C)nc2-c2ccc(C)cc2)cc1	0.1
Cc1cc([N+](=O)[O-])nn1CCCC(=O)N1CCN(c2ccc(F)cc2)CC1	-0.5
COC(=O)c1ccc(OC(=O)c2cccnc2)cc1	0.2
C/C(N)=C(/C#N)C(=O)COC(=O)c1cc(-c2ccc(C)cc2)nc2ccccc12	-0.2
Cn1c(N/N=C2\CCCc3ccccc32)nc2c1c(=O)n(Cc1ccc(F)cc1)c(=O)n2C	1.5
C/C(Cc1ccccc1)=N\NC(=O)c1cccnc1	0.0
CNC[C@@H]1Oc2c(NS(=O)(=O)c3ccc(OC)cc3)cccc2C(=O)N([C@@H](C)CO)C[C@H]1C	0.4
O=C(CCN1CCCCC1)NCC[C@H]1CC[C@H](NC(=O)C2CCCCC2)[C@H](CO)O1	-0.1
Cc1cc(=O)[nH]c(N/N=C/c2ccccn2)n1	-0.1
C=CCNCCCCOc1ccccc1-c1ccccc1	2.2
C=CCN1C(=O)CS/C1=N\S(=O)(=O)c1ccc(Cl)cc1	-2.1
Cc1ccc(-c2cn3cccnc3n2)cc1NC(=O)c1cccs1	0.5
CCN(Cc1ccccc1)C(=O)c1ccc(CNS(=O)(=O)c2ccc(C)cc2)cc1	-0.4
CC(C)(C)C1CCC(=NNC(=O)c2ccc(Br)o2)CC1 (stereo not drawn)	0.7
Cc1ccc(OCC(=O)Nc2ccc(C)c(S(=O)(=O)N3CCCCC3)c2)c([N+](=O)[O-])n1	-0.5
COC(=O)CNC(c1ccccc1)c1cc(C)ccc1NS(=O)(=O)c1ccc(C)cc1 (stereo not drawn)	-0.3
O=c1c2sccc2n(Cc2cc(=O)n3ccccc3n2)c(=O)n1-c1ccccc1	0.5
Cc1c(N/N=C(\C#N)C(=O)c2ccc(Cl)cc2)c(=O)n(-c2ccccc2)n1C	-0.1
CC1=C(C(=O)OCCNC(=O)c2cccnc2)C(c2cccc([N+](=O)[O-])c2)C(C(=O)OCCN(C)C)=C(C)N1 (stereo not drawn)	-0.7
COc1ccc(/C=N/NC(=O)c2nc(-c3ccccc3)cc(-c3ccccc3)n2)cc1O	6.9
CCc1ccccc1NC(=O)CN(C)C(=O)CSc1nc2cc(Cl)ccc2s1	-0.1
C=CCNC(=O)/C=C/c1ccc(C(C)C)cc1	2.3
CCn1c(CCNC(=O)c2ccc(C)cc2)n[nH]c1=S	-0.2
Clc1cccc2sc(N3CCCC3)nc12	0.8
Cc1c(C2=CCN(S(=O)(=O)c3ccc(Br)cc3)CC2)c2ccccc2n1C	5.0
CCN(CC)C(=O)C1CCCN(C(=S)Nc2cccc3ccccc23)C1 (stereo not drawn)	-0.3

# Reformatted: 4 of the compounds above
CCN(Cc1ccccc1)C(=O)c1ccc(CNS(=O)(=O)c2ccc(C)cc2)cc1
  E-sel inducer: -0.4

CC(C)(C)C1CCC(=NNC(=O)c2ccc(Br)o2)CC1 (stereo not drawn)
  E-sel inducer: 0.7

Cc1ccc(OCC(=O)Nc2ccc(C)c(S(=O)(=O)N3CCCCC3)c2)c([N+](=O)[O-])n1
  E-sel inducer: -0.5

COC(=O)CNC(c1ccccc1)c1cc(C)ccc1NS(=O)(=O)c1ccc(C)cc1 (stereo not drawn)
  E-sel inducer: -0.3

# Next section
molecule	E-sel inducer
O=C(NCc1ccccc1)c1cccc(COc2ccc3c(c2)CCC3)c1	0.3
COC(=O)N/N=C/c1ccc(-c2cccc(Cl)c2)o1	-0.2
Cc1cc(C)nc(NN=C2CCCC2)n1	0.7
O=S(=O)(NCc1cc(-c2ccccc2)no1)c1ccc(Cl)cc1	0.3
O=C(Cc1ccccc1[N+](=O)[O-])NCc1ccc(Cl)cc1Cl	-0.4
Cc1ccc(/C=C/C(=O)Nc2ccc(Oc3ccccc3)cc2)o1	-0.1
Cc1ccc(C)n1-c1ccc(NC(=O)c2ccccc2)cc1	0.1
COc1ccc(CC(=O)Nc2nccs2)cc1OC	0.6
O=[N+]([O-])c1ccc(N2CCCCC2)cc1NCCOc1ccccc1	0.6
CCOc1cc(/C=C2\CCCC(C(=O)C(F)(F)F)=C2O)ccc1O	0.0
CCCCCCCCNc1nc(Cl)nc(NCc2ccco2)n1	0.8
CCN(CC)CCCOc1ccc(Cl)c(Cl)c1	6.4
Cc1cc(C)n(-c2ccc(Cl)c(C(=O)Nc3ccc(OC(F)(F)F)cc3)n2)n1	1.0
O=C(Nc1ccc(-c2nc3ccccc3s2)c(OC(=O)c2ccccc2)c1)c1ccccc1	-3.0
O=C(COC(=O)c1ccc2c(c1)C(=O)N(CCc1ccccc1)C2=O)Nc1ccc(OC(F)F)cc1	-0.2
COc1ccccc1C(=O)NN=C1CCN(Cc2ccccc2)CC1	-1.2
Cc1ccccc1-n1nc(C)c2c1N=C1C(Cl)=CC(Cl)=CN1C2c1ccc(C(=O)O)cc1 (stereo not drawn)	-0.4
CC(=O)Nc1ccccc1NC(=O)c1cccc2ccccc12	-0.3
Cc1ccc(-c2nc(C)sc2CC(=O)Nc2cccc(C)c2C)cc1	0.5
COc1cccc(/C=N/NC(=O)C(C)n2nnc3ccccc32)c1 (stereo not drawn)	0.1
CCOC(=O)[C@@H]1C(c2c(OC)cc(OC)cc2OC)=NO[C@@H]1C(=O)OCC	-3.0
CCOC(=O)c1cc(-c2ccc(C)cc2)nc2nc(SC)[nH]c(=O)c12	-0.4
CCN1CCN(C(=O)/C=C/c2ccc([N+](=O)[O-])cc2)CC1	-0.3
O=C(NC1CCCCCC1)c1c2c(nc3ccccc13)CCN(Cc1ccccc1)C2	0.6
CCn1c(CNc2ccc(OC)cc2)nnc1SCC(=O)Nc1ccc(F)cc1	0.7
Cc1cc(F)ccc1NC(=O)c1ccc(NS(=O)(=O)c2cc(C(C)(C)C)ccc2C)cc1	-0.2
CC(Sc1nc2cc(Cl)ccc2s1)C(=O)Nc1ccc2c(c1)OCO2 (stereo not drawn)	-0.8
O=C(N1CCOCC1)N1CCN(S(=O)(=O)c2ccccc2)C1	1.5
Cc1ccc(-n2c3nc(=O)[nH]c(=O)c-3cc3c(C)nn(-c4ccccc4)c32)c(C)c1	-0.3
c1ccc(-c2nc3ccccc3c3nc4ccccc4n23)cc1	0.5
C[C@H]1CN([C@@H](C)CO)C(=O)c2cccc(NC(=O)CCCCCC(=O)Nc3ccccc3N)c2O[C@@H]1CN(C)Cc1ccccc1	1.3
Cc1noc(C)c1COc1ccc(C(=O)OCC(=O)Nc2cccc(S(=O)(=O)N3CCOCC3)c2)cc1	0.1
CN(CC(=O)NCCc1ccccc1)S(=O)(=O)c1cccc2nsnc12	-0.2
COc1cc(CN(C)C(C)C(=O)Nc2ccc([N+](=O)[O-])cc2Cl)ccc1OC(F)F (stereo not drawn)	0.8
COc1ccc(C(=O)Oc2ccc(/C=N/NC(=O)Cc3ccc([N+](=O)[O-])cc3)cc2)cc1	0.2
CCOC(=O)c1[nH]c2cc(OC)c(OC)cc2c1NC(=O)c1nonc1C	-2.6
COc1ccc(NC2=CC(c3cccc(OC)c3)N(c3ccc(OC)cc3)C2=O)cc1 (stereo not drawn)	0.1
Nc1oc2ccccc2c(=O)c1C=O	0.2
Cc1ccccc1CS(=O)(=O)CCC(=O)NCCN1CCN(c2cccc(Cl)c2)CC1	0.0
CCOC1(C)OCC(=O)[C@]2(CCC3C4CCC5=CC(=O)C=CC5(C)C4C(=O)CC32C)O1 (stereo partly drawn)	2.0
O=C1CC(c2ccco2)CC(O)=C1C=NCCN1CCN(C(=O)Nc2ccc(Cl)cc2)CC1 (stereo not drawn)	0.0
CCN1[C@@H]2Cn3c(ccc(/C=C/c4ccccc4)c3=O)[C@H]1[C@@H](C(=O)N1CCCCC1)[C@@H]2CO	0.9
C[C@@H]1CN([C@@H](C)CO)C(=O)c2cccc(NC(=O)Nc3cccc4ccccc34)c2O[C@H]1CN(C)S(=O)(=O)c1cn(C)cn1	0.0
CN(C)S(=O)(=O)c1ccc(NC(=O)CSc2nc3ccccc3n2-c2ccccc2)cc1	1.1
COC(=O)c1[nH]c2ccccc2c1NC(=O)c1ccccc1[N+](=O)[O-]	0.8
COCCNc1nc(N)c([N+](=O)[O-])c(NCCO)n1	0.5
C[C@@H]1CN([C@H](C)CO)C(=O)c2cc(NC(=O)c3ccccc3)ccc2O[C@@H](C)CCCCO[C@H]1CN(C)Cc1ccc(Cl)c(Cl)c1	-0.1
O=C(Nc1ccccc1)C(=O)c1cn(CC(=O)N2CCCCC2)c2ccccc12	-1.2
C=CCNCCOCCOc1ccc(Cl)cc1C(C)(C)C	1.6
Cc1cc(O)c(C2=Nc3ccccc3SC(c3ccc(Cl)cc3)C2)c(=O)o1 (stereo not drawn)	0.4
O=C(Nc1nnc(C2COc3ccccc3O2)o1)c1ccc(F)cc1 (stereo not drawn)	-0.2
CO[C@H]1CC[C@H]2CCN(C)C(=O)C[C@@H](c3ccccc3)CN(C)C(=O)c3cc(C#N)ccc3OC[C@@H]1O2	0.0
CSc1ccccc1NC(=O)CN(C)Cc1ccc(Br)cc1	-0.4
COC(=O)c1cc(NC(=O)Nc2ccccc2OC)cc(C(=O)OC)c1	-2.4
CC1=CC(C)(C)N2C(=O)C3(C(C#N)=C(N)OC4=C3C(=O)CC(C)(C)C4)c3cccc1c32 (stereo not drawn)	0.2
N#Cc1ccc(OCC(=O)Nc2cc(S(=O)(=O)N3CCCCC3)ccc2N2CCCCC2)cc1	0.2
O=C(CN1CCSC1=NCc1ccccc1)c1ccc(Cl)cc1	-0.9
CO[C@@H]1CC[C@@H]2CCN(C)C(=O)C[C@H](c3ccccc3)CN(C)C(=O)c3cc(C#N)ccc3OC[C@@H]1O2	0.2
C/C(=N/N=C1/NC(=O)CC(C(=O)O)S1)c1ccccc1 (stereo not drawn)	0.2

# Only part of the results is shown. The share of hits here may be higher or lower than overall.
